Screening data: PubChem BioAssay, several laboratories
NS5 inhibitors: Dengue-2 NS5 methyltransferase inhibitors, primary screen, biochemical, confirmation dose response (AID 588689); Dengue-2 NS5 methyltransferase capping enzyme assay, biochemical; higher % means a stronger effect; one-dose inhibition, % at 25 µM; IC50 in µM for titrated hits; hit rate 0.3% among 340,000; in the data active = a potency from the dose series; inconclusive = inhibition above about 29% without an active follow-up result
NTR1 agonist: agonists of NTR1, primary screen, imaging, U2OS cells, beta-arrestin-GFP, high content (AID 493036) | hit rate 0.17% among 330,000 | NTR1-U2OS beta-arrestin-GFP spot imaging, agonist mode | activation, % at 20 µM;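 active = activation at or above 40% of the spot to cytoplasm intensity ratio, with at least 20 cells analyzed; inconclusive = wells under 20 cells, flagged as cytotoxic or low count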;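 note: 0% = DMSO without peptide and 100% = 100 nM NTR1 peptide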
Target sequence (P30989 whole entry, looked up): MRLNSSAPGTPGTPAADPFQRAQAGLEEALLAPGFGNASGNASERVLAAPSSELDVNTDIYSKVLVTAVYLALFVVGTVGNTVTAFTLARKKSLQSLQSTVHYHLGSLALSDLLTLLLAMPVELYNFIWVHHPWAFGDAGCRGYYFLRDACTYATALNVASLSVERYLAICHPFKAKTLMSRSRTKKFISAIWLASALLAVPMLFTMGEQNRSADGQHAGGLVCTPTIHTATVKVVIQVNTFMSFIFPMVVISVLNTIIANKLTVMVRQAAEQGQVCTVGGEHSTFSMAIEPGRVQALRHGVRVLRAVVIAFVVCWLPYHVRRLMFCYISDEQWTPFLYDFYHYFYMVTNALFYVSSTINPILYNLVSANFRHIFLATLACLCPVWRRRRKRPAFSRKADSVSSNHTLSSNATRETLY
LYP inhibition: PTPN22 lymphoid phosphatase activity blockers – biochemical, fluorescence intensity, uHTS (AID 1779); recombinant LYP phosphatase, fluorescence intensity; higher % means a stronger effect; one-dose inhibition, % at 11.5 µM; IC50 in µM for titrated hits; hit rate 0.054% among 290,000; in the data active = inhibition above about 50%;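 note: plate controls were vehicle with enzyme for no effect and no enzyme for full effect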
RSV CPE inhibition: inhibition of RSV-induced cytopathic effect – HEp-2 cells, primary 10 µM value included (AID 2391). hit rate 0.13% among 310,000. HEp-2 cells, RSV-induced CPE inhibition; higher % means a stronger effect. one-dose CPE inhibition, % at 10 µM; IC50 in µM for titrated hits; in the data active = a potency from the dose series; inconclusive = CPE inhibition mostly from about 23% at the one dose, without a potency; inactive = the rest, 99 in 100 with CPE inhibition below about 21%; note: strong numbers were not always called active
Autophagy mod: autophagy modulation, high-content screen. MEF GFP-LC3 puncta imaging; test concentration mostly 10 µM. AID 463193. hit rate 0.98% among 190,000. calls only at 10 µM (by protocol);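 active = percentage of spot-positive cells more than 3 SD above its plate mean, without a fluorescence outlier flag or 80% toxicity; inconclusive = no clear call, values can overlap the other calls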;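 note: spot-positive cell cutoff set from DMSO-treated cells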
AID2073: disruptors of CaV2.2 binding to Mint1 – biochemical, HTRF (AID 2073) | HTRF protein-protein interaction, Mint1-CaV2.2; higher % means a stronger effect | hit rate 0.19% among 290,000 | one-dose inhibition, % at 20 µM; IC50 in µM for titrated hits; in the data active = inhibition mostly above about 51%, no sharp cut-off; inconclusive = no clear call, values can overlap the other calls; inactive = mostly below about 53%; note: some results filed as inactive read as strong as hits
WT yeast gro inh: growth inhibition of WT yeast, mitochondrial fusion screen. mitochondrial fusion phenotypic screen, WT strain. inhibition, % at 10 µM. hit rate 2.1% among 190,000. AID 1362; in the data active = inhibition above about 58%; tested in S. cerevisiae
K1F lysis inhibition: inhibition of K1F phage lysis, E. coli UTI89, bacterial capsule biogenesis inhibitors, alamar blue (AID 488966); E. coli UTI89 K1F phage lysis, alamar blue, 2 h; higher % means a stronger effect; inhibition, % at 100 µM; hits with a dose series show IC50 in µM; hit rate 0.02% among 340,000;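 active = phage lysis inhibition, versus mean bacterial control, above a set limit; inconclusive = no clear call, values can overlap the other calls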;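 note: capsule biogenesis inhibitors block K1F phage lysis so surviving cells raise fluorescence; higher fluorescence means more inhibition of phage lysis; actives were called in the ten point dose series up to 300 µM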
GPR35 arrestin U2OS: inhibition of zaprinast-stimulated GPR35 beta-arrestin translocation – imaging, U2OS, beta-arrestin-GFP, zaprinast agonist, primary screen (AID 2058); inhibition, % at 10 µM, or IC50 in µM where a hit was titrated; U2OS GPR35 beta-arrestin-GFP translocation imaging, zaprinast antagonism; higher % means a stronger effect; hit rate 0.052% among 290,000;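 active = inhibition of at least 50% with at least 30 cells and total cytoplasm GFP at most 10,000,000; inconclusive = under 30 cells or total GFP of 10,000,000 plus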
WT yeast gro inh mutant strain: recorded beside WT yeast gro inh, whose call it bears; inhibition, %; mitochondrial fusion phenotypic screen, mutant strain inhibition
Autophagy mod cell loss 18 h: second read-out of Autophagy mod, no call of its own (marks repeat the call); toxicity, %; measured here: cell loss, nuclei count;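 cell loss after 18 h compound exposure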
NTR1 agonist cell count 20 µM: also measured in NTR1 agonist; calls as there; cell count; measured here: cell count, cytotoxicity flag
NS5 inhibitors pilot replicate: further read-out of NS5 inhibitors, marked with its call; inhibition, %; measured here: pilot screen replicate inhibition
* marks the source's active call; other numbers are inactive results; i = inactive; ? = inconclusive; . = not tested or not shown; [ ] = dose if it differs, or a comment.

SMILES | NS5 inhibitors | NTR1 agonist | NTR1 agonist cell count 20 µM | LYP inhibition | RSV CPE inhibition | Autophagy mod | Autophagy mod cell loss 18 h | AID2073 | WT yeast gro inh | WT yeast gro inh mutant strain | K1F lysis inhibition | GPR35 arrestin U2OS | others
O=C(NCc1ccco1)C1CCCCC1 | -1% | -0.9 | 86 | -8% | 1.4% | i | -5 | -5% | -3 | -9 | -0.4% | 20%
O=C(CSCCc1ccccn1)Nc1ccccn1 | -7% | 1.6 | 40 | -8% | -1.4% | i | 18 | 6% | -12 | 12 | 0.3% | -9%
Cc1cccc(Oc2ccc(NC(=O)C3CC=CCC3C(=O)O)cc2)c1 (centres undefined) | 6% | -1.3 | 42 | -4% | 0.0% | i | 12 | 4% | 15 | 3 | -1.7% | -5%
Oc1ccccc1Cc1c(O)ccc2ccccc12 | -7% | 5.2 | 62 | . | -0.8% | . | . | . | . | . | -4.9% | .
O=C(CSc1nc2cccnc2n1Cc1ccccc1)N1CCCC1 | -2% | -1.2 | 96 | -3% | 2.0% | i | -8 | ? | -1 | -3 | 0.0% | 10%
CCOC(=O)C1CCCN(CC(=O)Nc2nc(-c3ccccc3)cs2)C1 (centres undefined) | -4% | 5.7 | 61 | -8% | 14% | . | . | 7% | . | . | 0.0% | 9% | NS5 inhibitors pilot replicate=-8.2
NS(=O)(=O)c1ccc(NC(=O)c2cc(-c3cccs3)nc3ccccc23)cc1 | 1% | -0.4 | 87 | -4% | 0.7% | i | 9 | 42% | 10 | 16 | 0.5% | -2%
O=C(CN1CCN(S(=O)(=O)c2ccc3ccccc3c2)CC1)Nc1ccc2c(c1)CCC2 | 2% | 2.1 | 63 | 7% | ? | i | 12 | 34% | 7 | 9 | 0.7%[50 µM] | 7%
C/C(=N\NC(=O)CCc1ccc(S(=O)(=O)N2CCOCC2)cc1)c1ccc(OC(F)F)cc1 | -1% | 3.0 | 51 | -2% | 4.0% | i | 3 | -2% | -21 | 19 | 0.5% | -16%
O=C(NCCc1ccc(Cl)cc1)Nc1ccc(Cl)cc1 | -6% | 0.1 | 39 | -6% | . | . | . | 18% | . | . | -0.5% | -12%
Fc1ccccc1COc1ccccc1CNCc1ccncc1 | -2% | -1.0 | 51 | -4% | 5.7% | i | 10 | -9% | 6 | 1 | 0.4% | 18%
CC(C)[C@H](NC(=O)OCc1ccccc1)C(=O)OCc1cc(=O)oc2cc(O)ccc12 | -1% | 3.9 | 65 | 0% | 1.1% | . | . | 16% | . | . | -0.6%[50 µM] | -18%
CCc1ccc(NS(=O)(=O)c2c(C)noc2C)cc1 | 1% | -1.0 | 80 | -7% | 0.2% | . | . | 3% | . | . | 0.2% | -4%
CSC1=C(C#N)C(c2ccccc2)C(C(C)=O)=C(C)N1 (centres undefined) | -6% | 0.0 | 76 | -5% | 1.2% | i | -22 | 16% | -5 | 11 | -0.1% | 7%
CC(c1cccs1)N(Cc1ccco1)C(=S)Nc1ccccc1Cl (centres undefined) | 1% | 1.7 | 60 | -6% | 0.5% | i | 8 | -10% | 63* | 24* | -0.1% | 2%
COc1ccc(OC)c(CNC(=O)Cn2nc(C)c3c(C)n(-c4ccc(C)cc4)nc3c2=O)c1 | -3% | 3.1 | 56 | -1% | 0.2% | . | . | -1% | . | . | 0.3% | 2%
NS(=O)(=O)c1ccc(NC(=S)N2CCN(Cc3ccc4c(c3)OCO4)CC2)cc1 | 15% | 4.0 | 40 | -1% | 2.1% | i | -15 | -3% | 6 | -1 | 0.0% | -6%
COc1ccc2cc(C3CC(c4ccco4)=NN3S(=O)(=O)c3ccccc3)c(Cl)nc2c1 (centres undefined) | -4% | 3.9 | 74 | -10% | 3.3% | i | 14 | -8% | 4 | -14 | 1.1%[50 µM] | 3%
COc1ccc(N(CC(=O)NCc2ccccc2OC)S(=O)(=O)c2ccc(C)cc2)cc1Cl | 1% | 2.2 | 61 | 0% | 3.7% | . | . | 0% | . | . | 1.9%[50 µM] | -22%
O=C(COc1ccccc1)NCC(=O)N/N=C/c1ccc(O)cc1O | 3% | 42* | 60* | -3% | 1.3% | . | . | 8% | . | . | -0.7%[50 µM] | -2%
CC(C)N(CCCNC(=O)Cn1ncc2c([nH]c3ccccc32)c1=O)Cc1ccccc1 | -7% | 0.0 | 57 | -13% | 0.5% | . | . | 11% | . | . | 0.2% | 10%
COCCCNC(=O)Cn1c(=O)oc2cc(S(=O)(=O)N3CC(C)CC(C)C3)ccc21 (centres undefined) | -7% | -0.5 | 45 | -12% | 1.1% | . | . | 6% | . | . | 1.4% | 2%
CC(C)CC(=O)Nc1ccc(C(=O)Nc2cccc(O)c2)cc1 | 2% | -1.3 | 18 | -2% | 2.3% | i | -37 | 2% | 7 | 9 | -0.3% | 8%
CC(=O)N/C(=C/c1ccccc1)C(=O)N1CCCCC1 | -3% | -0.4 | 72 | -6% | 1.8% | i | -9 | 6% | -4 | -3 | 4.3%[50 µM] | 2%
CCN(CC)CCCNC(=S)Nc1ccc(Br)cc1 | -11% | -0.1 | 45 | -6% | -3.0% | i | 3 | -16% | 0 | 3 | -0.1% | 14%
Carrying on:
SMILES | NS5 inhibitors | NTR1 agonist | NTR1 agonist cell count 20 µM | LYP inhibition | RSV CPE inhibition | Autophagy mod | Autophagy mod cell loss 18 h | AID2073 | WT yeast gro inh | WT yeast gro inh mutant strain | K1F lysis inhibition | GPR35 arrestin U2OS | others
CCC(SCC(=O)OC)C(=O)Nc1nnc(C(C)C)s1 (centres undefined) | 2% | 1.5 | 43 | -8% | 1.4% | i | 3 | 0% | -16 | -6 | 1.4% | 5%
COC(=O)CCc1cccc(CCC(=O)OC)c1 | 0% | -2.8 | 94 | -18% | 0.1% | . | . | -1% | . | . | 2.0% | 9%
C/C(=N\N)c1c(-c2ccccc2)c2cc(Br)ccc2[nH]c1=O | -10% | 1.5 | 47 | -5% | 5.9% | i | -11 | 4% | -7 | 3 | -0.7% | 0%
O=C(CCCC(=O)N(CC(=O)NC1CCCC1)Cc1ccc(F)cc1)Nc1ccccn1 | -4% | 1.3 | 40 | -4% | -0.5% | i | -1 | -2% | -11 | -1 | -0.6% | -15%
Cc1ccc(-n2[nH]c(C)c(C=Nc3ccc(C)cn3)c2=O)cc1 | -3% | 2.3 | 43 | 6% | -1.0% | i | 4 | 2% | 1 | -3 | -0.2%[50 µM] | -2%
OC(COc1ccc2cc(Br)ccc2c1)CN1CCN(c2ccccn2)CC1 (centres undefined) | -15% | 24 | 86 | -3% | 13% | i | 7 | 17% | 32 | 41 | 7.8% | 10%
COc1ccc(CSc2nc(C)cc(=O)[nH]2)cc1 | . | 0.9 | 56 | -10% | 2.2% | i | -6 | -14% | -10 | -5 | 0.2% | 1%
CCOc1ccc(C(=O)NCC(c2ccco2)N2CCOCC2)cc1 (centres undefined) | -1% | -0.3 | 64 | . | -1.9% | . | . | . | . | . | 0.6%[50 µM] | .
Cc1ccc(C(C[N+](=O)[O-])c2c(-c3ccccc3O)[nH][nH]c2=O)cc1 (centres undefined) | 2% | 25 | 44 | -6% | 0.3% | i | 19 | 13% | 9 | 30 | -12% | -9%
Cc1cccc(C)c1OCCCN1CCCC1 | -7% | 0.1 | 54 | -3% | 0.9% | i | -3 | -3% | -12 | 2 | -0.5% | 12%
CN(c1ccc(C(=O)O)cc1)S(=O)(=O)c1ccccc1 | -4% | -0.4 | 41 | 0% | -0.2% | i | 9 | -7% | 5 | 4 | 0.9% | 11%
Cc1ccc(-n2nc3ccc(NC(=S)NC(=O)/C=C/c4ccco4)cc3n2)cc1 | 4% | 7.0 | 61 | 30% | 1.4% | i | 1 | ? | -3 | 3 | -2.6% | 7%
COCC(=O)N(C)c1nnc(-c2ccccn2)s1 | 2% | 5.7 | 90 | -4% | 1.1% | i | -1 | 2% | 10 | 0 | 4.5% | -1%
CCN(CC)CC#CCC(O)(c1ccccc1)c1ccccc1 | -13% | -0.3 | 36 | -7% | -1.0% | i | -1 | -3% | -10 | -3 | 0.2% | 8%
CSc1ccccc1C(=O)C1CCCN(C(=O)CCN2CCCO2)C1 (centres undefined) | -5% | 1.4 | 55 | -4% | -0.1% | i | -35 | 1% | 2 | 9 | 0.0% | 14%
COC(=O)n1c(=O)oc2cc(S(=O)(=O)N3CCCCC3)ccc21 | -3% | 0.5 | 82 | -6% | 0.9% | i | 5 | -3% | 4 | -2 | -0.5% | -16%
CC1=C(C(=O)OCc2ccccc2)C(c2ccc(Cl)cc2Cl)NC(=O)N1CCCCCC(=O)O (centres undefined) | . | 6.6 | 54 | 0% | 18% | i | -67 | -6% | 30 | -28 | . | 42%
NC(=O)c1ccccc1NC(=O)c1ccccc1S(=O)(=O)c1ccccc1[N+](=O)[O-] | -4% | -0.2 | 28 | -4% | 1.9% | i | 13 | 8% | 22 | 7 | 2.5% | -11%

Structures above with a Cl atom:
SMILES | NS5 inhibitors | NTR1 agonist | NTR1 agonist cell count 20 µM | LYP inhibition | RSV CPE inhibition | Autophagy mod | Autophagy mod cell loss 18 h | AID2073 | WT yeast gro inh | WT yeast gro inh mutant strain | K1F lysis inhibition | GPR35 arrestin U2OS | others
O=C(NCCc1ccc(Cl)cc1)Nc1ccc(Cl)cc1 | -6% | 0.1 | 39 | -6% | . | . | . | 18% | . | . | -0.5% | -12%
CC(c1cccs1)N(Cc1ccco1)C(=S)Nc1ccccc1Cl (centres undefined) | 1% | 1.7 | 60 | -6% | 0.5% | i | 8 | -10% | 63* | 24* | -0.1% | 2%
COc1ccc2cc(C3CC(c4ccco4)=NN3S(=O)(=O)c3ccccc3)c(Cl)nc2c1 (centres undefined) | -4% | 3.9 | 74 | -10% | 3.3% | i | 14 | -8% | 4 | -14 | 1.1%[50 µM] | 3%
COc1ccc(N(CC(=O)NCc2ccccc2OC)S(=O)(=O)c2ccc(C)cc2)cc1Cl | 1% | 2.2 | 61 | 0% | 3.7% | . | . | 0% | . | . | 1.9%[50 µM] | -22%
CC1=C(C(=O)OCc2ccccc2)C(c2ccc(Cl)cc2Cl)NC(=O)N1CCCCCC(=O)O (centres undefined) | . | 6.6 | 54 | 0% | 18% | i | -67 | -6% | 30 | -28 | . | 42%

Filtered by structure: those above with a nitro group on carbon.
SMILES | NS5 inhibitors | NTR1 agonist | NTR1 agonist cell count 20 µM | LYP inhibition | RSV CPE inhibition | Autophagy mod | Autophagy mod cell loss 18 h | AID2073 | WT yeast gro inh | WT yeast gro inh mutant strain | K1F lysis inhibition | GPR35 arrestin U2OS | others
Cc1ccc(C(C[N+](=O)[O-])c2c(-c3ccccc3O)[nH][nH]c2=O)cc1 (centres undefined) | 2% | 25 | 44 | -6% | 0.3% | i | 19 | 13% | 9 | 30 | -12% | -9%
NC(=O)c1ccccc1NC(=O)c1ccccc1S(=O)(=O)c1ccccc1[N+](=O)[O-] | -4% | -0.2 | 28 | -4% | 1.9% | i | 13 | 8% | 22 | 7 | 2.5% | -11%
